Compound activity (PubChem)
HIV fusion peptide = cell-free HIV fusion peptide-binding blockers – biochemical, uHTS, fluorescence dequenching, primary screen (AID 1986) | cell-free peptide binding, fluorescence dequenching, 30 min; higher % means a stronger effect | 0.3% of 290,000 active | inhibition, % at 20 µM, or IC50 in µM where a hit was titrated; in the data active = inhibition mostly above about 52%, no sharp cut-off; inactive = mostly below about 76%; also: some results filed as inactive read as strong as hits
GPR55 antagonists = inhibition of LPI-stimulated GPR55 beta-arrestin translocation – imaging, U2OS, beta-arrestin-GFP, LPI agonist, primary screen (AID 2013) | U2OS GPR55 beta-arrestin-GFP translocation imaging, LPI antagonism; higher % means a stronger effect | inhibition, % at 10 µM, or IC50 in µM where a hit was titrated | 0.13% of 290,000 active;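 active = spots per cell inhibited over 60%, with over 100 cells counted and total cytoplasm intensity under 500,000; inconclusive = wells with under 100 cells, flagged as likely toxic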;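 also: U2OS cells stably carrying GPR55 and arrestin-GFP stimulated by 5 µM LPI near EC80; imaged beta-arrestin-GFP aggregate spots per cell after agonist stimulation; plate controls were LPI-stimulated DMSO wells for no effect and DMSO wells without LPI for full effect; some results filed as inactive read as strong as hits; confirmed hits need IC50 under 10 µM and bright autofluorescent wells are also inconclusive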
GPR35 arrestin U2OS = GPR35 antagonists blocking zaprinast-driven arrestin recruitment, primary screen, imaging, U2OS, beta-arrestin-GFP, zaprinast agonist (AID 2058). 0.052% of 290,000 active. U2OS GPR35 beta-arrestin-GFP translocation imaging, zaprinast antagonism; higher % means a stronger effect. inhibition, % at 10 µM; hits with a dose series show IC50 in µM;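 active = inhibition of at least 50% with at least 30 cells and total cytoplasm GFP at most 10,000,000; inconclusive = under 30 cells or total GFP of 10,000,000 plus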
HEK293 NOD2/NF-kB = NOD2 signaling inhibitors, cell-based, luminescence, uHTS, HEK293 (AID 1566); HEK293 NOD2/NF-kB luciferase reporter, luminescence; higher % means a stronger effect; inhibition, % at 4 µM, or EC50 in µM where a hit was titrated; 0.63% of 290,000 active; also: many of its hits are not listed in these tables
GPR55 activation = GPR55 agonists via beta-arrestin recruitment, primary screen, imaging, U2OS cells, beta-arrestin-GFP redistribution (AID 1961); U2OS GPR55 beta-arrestin-GFP redistribution imaging; higher % means a stronger effect; 0.048% of 290,000 active; one-dose activation, % at 10 µM; EC50 in µM for titrated hits;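 active = activation above 40% with more than 50 cells counted in the well; inconclusive = wells holding fewer than 50 cells, flagged as toxic or sparse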;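 also: U2OS osteosarcoma cells stably expressing GPR55 and beta-arrestin-GFP; plate controls were DMSO negative control for no effect and LPI positive control for full effect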
KOR beta-arrestin-1 = KOR antagonists, beta-arrestin recruitment, cell-based, luminescence, uHTS (AID 1778) | KOR beta-arrestin recruitment, luminescence, antagonist mode; higher % means a stronger effect | one-dose inhibition, % at 10 µM; IC50 in µM for titrated hits | 0.091% of 290,000 active; also: strong numbers were not always called active
Myeloid diff 2 = myeloid differentiation induction; ER-HoxA9 myeloid progenitors, lysozyme-GFP differentiation, flow cytometry; calls only at 10 µM; 1% of 360,000 active;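 active = normalized GFP-positive differentiation at or above the plate's own cutoff, the solvent-only control mean plus 3 SD; inconclusive = no clear call, values can overlap the other calls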;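 also: cells exposed to compound for four days before flow analysis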
NOD1 NF-kB reporter = inhibition of NOD1-driven NF-kB reporter – cell-based, luminescence, uHTS, primary screen (AID 1578); NOD1-driven NF-kB luciferase reporter cells, luminescence; higher % means a stronger effect; 1% of 290,000 active; inhibition, % at 4 µM, or EC50 in µM where a hit was titrated; in the data active = inhibition mostly above about 36%, no sharp cut-off; inactive = mostly below about 34%;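 also: HEK-293T reporter cells stimulated with the NOD1 agonist gamma-tri-DAP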
KOR beta-arrestin-2 = KOR agonists, beta-arrestin recruitment, primary screen, cell-based, luminescence, uHTS (AID 1777); KOR beta-arrestin recruitment, luminescence; higher % means a stronger effect; one-dose activation, % at 10 µM; EC50 in µM for titrated hits; 0.02% of 280,000 active; in the data active = activation above about 50%, passing the limit was not always enough; also: a part of the inactive calls stands beside numbers as strong as those of hits
Myeloid diff 2 GFP+ MAC1+ % = further read-out of Myeloid diff 2, marked with its call; GFP+ MAC1+ double positive, %; measured here: differentiation confirmed by MAC1 staining
* marks the source's active call; other numbers are inactive results; i = inactive; u = inconclusive; x = not tested or not shown; [ ] = another dose, or the depositor's remark. Rule as the data show it, unless noted: active = inhibition above about 50%; inactive = the rest. The list is partial; the hit share may differ from the screen's.

SMILES	HIV fusion peptide	GPR55 antagonists	GPR35 arrestin U2OS	HEK293 NOD2/NF-kB	GPR55 activation	KOR beta-arrestin-1	Myeloid diff 2	Myeloid diff 2 GFP+ MAC1+ %	NOD1 NF-kB reporter	KOR beta-arrestin-2
O=C(/C(=N/N=C/c1ccc(O)c(O)c1O)c1ccccc1)c1ccccc1	49.2%	17.4%	16.6%	-5.0%	-0.2%	x	i	0.5	16.1%	-0.3%
COc1ccc(OC)c(NC(=O)c2ccc(CN3CCOCC3)cc2)c1	9.0%	-0.3%	15.2%	-8.9%	0.2%	1.0%	i	0.4	-14.6%	-4.3%
COc1ccc(NC(=O)Nc2cccc(C)n2)cc1	-2.0%	-0.3%	11.1%	-36.5%	-0.3%	-37.0%	i	3.4	-18.8%	0.6%
CC(C)C(=O)N1CCN(c2ccccc2NC(=S)NC(=O)c2cccs2)CC1	-2.5%	11.9%	-25.6%	11.7%	0.2%	-14.7%[20 µM]	i	0.1	-12.4%	-4.8%
CCO[C@H]1OC(C(=O)NC2CC2)=C[C@@H](C2CCCCC2)[C@@H]1CCCO	0.7%	2.2%	3.4%	1.0%	-0.1%	-6.5%	i	3.9	-0.9%	-3.8%
O=C(NCCCN1CCCC1=O)c1cccnc1	-3.1%	2.1%	-4.2%	0.1%	-0.2%	-6.5%	i	7.2	-13.3%	-2.0%
O=C(CN1C2=NCCN2c2ccccc21)c1ccco1	-1.4%	0.9%	-9.2%	7.0%	-0.1%	17.9%	i	0.5	9.1%	0.9%
CCc1ccc(C(=O)Nc2nc3ccccc3[nH]2)cc1	0.3%	0.6%	11.5%	x	-0.3%	-14.2%	i	0.2	x	-2.0%
O=C(O)CNC(=O)c1ccc(NC(=O)/C(=C/c2ccccc2)NC(=O)c2ccco2)cc1	-1.0%	-0.7%	14.1%	2.9%	0.2%	14.0%	i	0.5	-11.7%	-1.1%
Cc1ccc(O)c(NC(=O)C2=CC(c3cccs3)=NS(=O)(=O)N2C)c1	0.8%	-16.9%	2.3%	11.2%	-0.1%	20.9%[20 µM]	i	1.4	7.8%	-2.3%
C[C@H](NC(=O)c1nc[nH]c1C(=O)N[C@@H](Cc1ccccc1)C(=O)OCc1ccccc1)C(=O)OCc1ccccc1	0.8%	5.8%	-2.9%	-6.6%	0.4%	-84.6%[20 µM]	i	0.2	-8.3%	4.1%
NC(=O)CC(NC(=O)Cc1ccc(Br)cc1)c1ccc(N2CCC(Cc3ccccc3)CC2)c([N+](=O)[O-])c1 (stereo unspecified)	-2.8%	12.7%	6.6%	-22.9%	-0.1%	0.4%	i	2.8	-7.9%	1.0%
O=C(/C(=N\Nc1ccc([N+](=O)[O-])cc1)Sc1nnnn1-c1ccccc1)c1ccccc1	41.6%	5.8%	12.9%	-25.9%	-0.2%	22.3%	i	0.7	12.4%	0.1%
Cc1cc(C)nc(SCC(=O)N(C)C)n1	-0.3%	-11.2%	-14.9%	10.7%	0.1%	-5.6%	i	0.7	-36.7%	-5.6%
FC(F)(F)c1cc(-c2ccc3c(c2)OCO3)nc(NCc2ccco2)n1	0.2%	21.8%	-9.7%	-0.2%	-0.1%	8.1%	i	0.7	-20.3%	1.1%
C/C(=N\Nc1ccc(S(N)(=O)=O)cc1[N+](=O)[O-])c1ccco1	-4.8%	9.2%	-5.1%	-12.2%	-1.5%	28.5%	i	0.1	-13.2%	-0.7%
O=C(N/N=C/c1cc(Br)c(O)c(Br)c1O)c1ccc2c(c1)OCCO2	60.3%	-4.5%	-16.9%	29.7%	-0.2%	1.3%	i	2.8	-11.0%	-2.4%
Cc1ccc(C(=O)c2cc([N+](=O)[O-])ccc2N2CCOCC2)cc1	-2.8%	3.2%	-7.1%	-15.0%	0.0%	-44.7%	u	x	-12.1%	5.2%
CCC(C)(C)NC(=O)C(c1ccncc1)N(C(=O)Cn1nnc2ccccc21)c1cc2c(cc1C(C)=O)OCO2 (stereo unspecified)	-1.9%	4.9%	-4.2%	12.7%	0.2%	-4.5%[20 µM]	i	1.0	-20.2%	-7.1%
NNC(=O)C(=O)NCCCN1CCOCC1	-0.4%	4.0%	-3.9%	-2.3%	1.6%	-14.1%	i	0.1	-41.0%	-3.4%
CCOCCCNC(=S)N1CCN(Cc2ccc3c(c2)OCO3)CC1	1.6%	-2.0%	-9.5%	-25.6%	-0.1%	-3.9%[20 µM]	i	0.9	-23.8%	3.1%
N#CCCn1nc(-c2ccc([N+](=O)[O-])cc2)cc1Nc1ccccc1NC(=O)C(F)(F)F	4.2%	-4.4%	2.6%	-14.8%	-0.2%	25.8%	i	0.1	28.3%	-6.6%
CC(=O)N1c2c(cc(Br)cc2S(=O)(=O)NCc2ccc(C)cc2)CC1C (stereo unspecified)	1.7%	-4.0%	-6.9%	18.6%	-0.2%	-19.4%	i	0.3	-4.3%	0.9%
CCCn1c(SCC(=O)Nc2nc3ccccc3s2)nc2c1c(=O)n(C)c(=O)n2C	2.7%	57.7%	0.7%	25.7%	0.3%	-9.5%	i	0.6	24.7%	8.7%
CN(c1ccc([N+](=O)[O-])cc1C(N)=O)C1CCCCC1	-0.6%	5.5%	-5.5%	0.3%	0.2%	-12.9%[20 µM]	i	0.2	23.6%	-5.3%

Structures listed so far that contain fluorine (two):
SMILES	HIV fusion peptide	GPR55 antagonists	GPR35 arrestin U2OS	HEK293 NOD2/NF-kB	GPR55 activation	KOR beta-arrestin-1	Myeloid diff 2	Myeloid diff 2 GFP+ MAC1+ %	NOD1 NF-kB reporter	KOR beta-arrestin-2
FC(F)(F)c1cc(-c2ccc3c(c2)OCO3)nc(NCc2ccco2)n1	0.2%	21.8%	-9.7%	-0.2%	-0.1%	8.1%	i	0.7	-20.3%	1.1%
N#CCCn1nc(-c2ccc([N+](=O)[O-])cc2)cc1Nc1ccccc1NC(=O)C(F)(F)F	4.2%	-4.4%	2.6%	-14.8%	-0.2%	25.8%	i	0.1	28.3%	-6.6%

(listing goes on)
SMILES	HIV fusion peptide	GPR55 antagonists	GPR35 arrestin U2OS	HEK293 NOD2/NF-kB	GPR55 activation	KOR beta-arrestin-1	Myeloid diff 2	Myeloid diff 2 GFP+ MAC1+ %	NOD1 NF-kB reporter	KOR beta-arrestin-2
CNS(=O)(=O)c1ccc2c3c(cccc13)C(=O)N2	2.4%	-0.7%	-10.1%	-6.6%	-0.1%	-72.6%[20 µM]	i	0.3	-5.4%	3.7%
O=C(c1ccc(OC2CCN(C/C=C/c3ccccc3)CC2)cc1)N1CCCCC1	2.6%	11.0%	7.2%	-12.0%	-0.1%	-22.4%	i	0.1	-8.3%	-0.1%
CCOC(=O)C(Sc1ncn[nH]1)c1ccccc1 (stereo unspecified)	1.2%	-5.1%	-8.4%	4.4%	-0.2%	15.2%	i	2.1	15.7%	2.6%
CCN1CCN(Cc2c(O)ccc3c(=O)c(-c4ccc(OC)c(OC)c4)c(C)oc23)CC1	-0.8%	6.4%	17.9%	14.3%	-0.1%	25.5%	i	3.9	23.5%	-2.6%
Cc1ccc(NC(=O)CNC(c2ccccc2)c2ccccc2)c(F)c1	1.1%	2.6%	8.4%	-9.1%	0.1%	-22.5%	i	0.3	-11.5%	3.1%
Cc1cc(C)c(OCCn2ccnc2)c(C)c1	-0.8%	-13.7%	11.6%	8.0%	-0.1%	-12.5%[20 µM]	i	0.7	-18.6%	0.4%
CCOc1ncccc1C(=O)OCC(=O)NC(=O)NC(C)C	-0.6%	12.4%	-6.4%	7.2%	0.7%	-28.2%	i	1.0	-36.9%	-0.1%
Cc1cc(COc2ccccc2O)on1	-0.2%	-4.3%	-2.4%	12.3%	0.2%	-23.1%	i	1.1	7.7%	0.6%
O=C(/C=C/c1ccc(F)cc1)Nc1ccc2[nH]c(=O)[nH]c2c1	0.4%	-5.5%	-5.8%	-10.1%	0.3%	-22.9%	i	0.4	-14.5%	2.7%
Cc1c(OCC(=O)N(C)C)ccc2c3c(c(=O)oc12)CCCCC3	0.3%	-11.6%	3.7%	6.3%	-0.1%	-38.1%[20 µM]	i	0.2	11.2%	1.6%
CC1(C)OC(=O)C(=NNc2ccccc2[N+](=O)[O-])C(=O)O1	-0.9%	4.7%	4.9%	15.1%	-0.1%	36.3%	i	1.1	-0.1%	4.4%
O=c1[nH]n2c(-c3ccccc3)nc(O)c2c2ccccc12	0.9%	1.2%	0.5%	-3.8%	-0.3%	-20.1%	i	0.4	-30.1%	-0.2%
CCn1c(C)nc2cc(C(=O)NNC(=S)Nc3ccc(F)cc3)ccc21	-1.9%	10.6%	6.0%	-54.4%	0.6%	11.4%	i	0.5	-1.1%	-0.4%
O=C(CCN1C(=O)c2cccc3cccc(c23)C1=O)Nc1ccccc1	-1.8%	11.2%	22.8%	9.2%	0.2%	10.5%	i	0.2	-11.6%	-2.0%
COc1ccc(/C=N/NS(=O)(=O)c2ccccc2)cc1OC(=O)c1ccc(C)cc1	2.4%	-2.4%	-6.5%	5.9%	0.0%	-37.7%	i	0.5	1.1%	2.4%
CCc1nnc(NC(=O)CN2C(=O)CCC2=O)s1	2.0%	-0.2%	-10.6%	12.5%	-0.2%	-17.3%	i	1.4	-18.9%	1.9%
O=C(O/N=C1\CCS(=O)(=O)c2sccc21)c1ccccc1	-2.1%	-3.0%	17.4%	9.0%	0.0%	-7.4%	i	1.6	15.4%	-1.6%
CCc1nnc(NC(=O)c2ccc(Br)o2)s1	1.5%	5.7%	14.0%	-18.2%	0.1%	-20.1%[20 µM]	i	0.3	-48.3%	-1.5%
Cn1c(=O)c(C(=O)Nc2cnccn2)c(O)c2ccccc21	0.1%	7.6%	-6.8%	-39.4%	-0.3%	-18.1%	x	x	-52.8%	4.9%
O=C(Nc1nc2c(Cl)cccc2s1)C1CC1	-0.2%	3.0%	5.2%	6.3%	-0.2%	-22.4%	i	4.0	-7.4%	0.2%
O=C(OCc1cncs1)c1ccccc1Cl	1.5%	2.3%	0.3%	13.0%	0.5%	31.8%[20 µM]	i	0.5	-32.2%	-5.4%
